High-throughput results (PubChem BioAssay)
Tau fibril FP: tau fibrillization inhibition (FP); P10636; K18 P301L tau heparin fibrillization, Alexa594 FP, 6 h; Potency, µM (doses to about 57.7 µM), without a hit: at the top dose activity, negative = inhibition, actives largely listed as inhibitors; actives 0.39% (n = 280,000); AID 1468; note: potency is the fitted concentration of half-maximal effect; % is set by controls: 0 for no effect and ±100 for the full control effect; nearly all actives have a fitted effect of over 55% in size
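Quantitative HTS format: compounds meet 15 uM recombinant K18 P301L tau and Alexa 594-tau tracer in 100 mM sodium acetate pH 7; 20 uM heparin triggers fibrillization at 37 C over 6 hr; FP gives the signal.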
TR SRC2 fluor cs: counter-screen for TRb-SRC2 inhibitors: fluorescence interference | TRb/SRC2 Texas Red total fluorescence interference | Potency, µM (series often up to 106 µM), for inactives: top-dose fluorescence change, negative = quenching | actives 0.29% (n = 280,000); active = well fitted curve in either direction with a large enough effect; inconclusive = small, poorly fitted or top-dose-only effect; note: potency is the fitted concentration of half-maximal effect; % is set by controls: 0 for no effect and ±100 for the full control effect
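Flags fluorescent or light-absorbing compounds by total fluorescence, S + 2P, at 555 nm excitation and 632 nm emission. Mixture: 20 nM Texas Red SRC2 peptide, 0.6 uM human TRb LBD, 1 uM T3, 5% DMSO; compound exposure 5 h at ambient temperature.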
Epigenetic reg: derepresses silenced GFP reporter in murine cells; murine LDR cells, GFP reporter derepression, 30 h; Potency, µM (highest dose often 53.9 µM), for inactives: top-dose GFP activation, hits mostly activators; actives 0.2% (n = 280,000); AID 1865; note: potency is the fitted concentration of half-maximal effect; % of control where 0% means no effect; nearly all actives have a fitted effect of over 60% in size
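Murine LDR cells carrying a silenced, genomically integrated CMV-driven GFP reporter were exposed to compound for 30 hours at 37 C. After PBS washes, GFP-positive cells (20–120 um objects) were counted by laser-scanning microplate cytometry.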
TRb SRC2 PPI: TRbeta-SRC2 interaction inhibition. TRbeta-SRC2 peptide binding, fluorescence polarization; receptor liganded with 1 µM T3. actives 0.065% (n = 280,000). Potency, µM (doses to about 106 µM), inactives show at the highest dose activity change, negative = inhibition, most hits filed as inhibitors;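 note: potency is the fitted concentration of half-maximal effect; plate controls were bound peptide for no effect and peptide without receptor for full effect; nearly all actives have a fitted effect of over 50% in size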
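A fluorescence polarization screen tested compounds at multiple concentrations against complex formation between 0.6 uM TRb ligand-binding domain and 20 nM Texas Red SRC2 peptide, with 1 uM T3 present; readout after 5 hr.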
NPSR antag: blocks cAMP signaling of the human neuropeptide S receptor; Q6W5P4; CHO-NPSR cells, cAMP TR-FRET, antagonist mode; Potency, µM (titrated, usually from 38.3 µM), inactives show top-dose activity change, negative = inhibition, most hits filed as inhibitors; actives 1% (n = 220,000); note: potency is the fitted concentration of half-maximal effect; % is set by controls: 0 for no effect and ±100 for the full control effect; nearly all actives have a fitted effect of over 50% in size; many of its hits are not listed in these tables
CBFb-RUNX1 inh: inhibitors of human CBF-beta and RUNX1 interaction; AlphaScreen CBFb-His/RUNX1-biotin binding, biochemical; Potency, µM (doses to about 59.8 µM), inactives show at the top dose activity, negative = inhibition, actives largely listed as inhibitors; 230,000 tested, under 10 active; AID 1477; Q01196+Q13951; note: % of control where 0% means no effect
Target sequence (Q01196 whole entry, looked up): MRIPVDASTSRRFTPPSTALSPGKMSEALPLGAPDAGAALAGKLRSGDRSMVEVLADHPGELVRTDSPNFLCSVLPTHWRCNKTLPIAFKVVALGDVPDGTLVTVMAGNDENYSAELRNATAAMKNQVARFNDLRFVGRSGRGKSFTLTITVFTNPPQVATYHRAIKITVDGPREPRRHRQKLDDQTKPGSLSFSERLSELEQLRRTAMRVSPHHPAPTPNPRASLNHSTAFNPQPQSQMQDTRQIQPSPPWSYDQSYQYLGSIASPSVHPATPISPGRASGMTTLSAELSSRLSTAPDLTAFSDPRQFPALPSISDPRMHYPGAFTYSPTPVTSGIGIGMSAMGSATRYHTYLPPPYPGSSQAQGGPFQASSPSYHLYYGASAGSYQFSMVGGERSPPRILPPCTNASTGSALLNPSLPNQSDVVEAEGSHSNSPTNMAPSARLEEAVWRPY
Target sequence (Q13951 whole entry, looked up): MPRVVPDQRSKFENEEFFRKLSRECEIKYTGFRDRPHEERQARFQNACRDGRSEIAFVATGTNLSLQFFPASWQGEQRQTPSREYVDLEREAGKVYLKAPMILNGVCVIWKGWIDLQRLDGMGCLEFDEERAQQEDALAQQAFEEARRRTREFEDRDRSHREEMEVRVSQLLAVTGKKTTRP
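AlphaScreen proximity signal reports loss of binding between His-tagged CBF-beta and biotin-labelled RUNX1, each at 30 nM. Proteins are pre-associated for 20 minutes, compounds added for 15 minutes, then beads for 90 minutes, all at ambient temperature.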
Tau fluor cs: counter-screen for tau fibril formation inhibitors. tau K18 P301L Alexa594 fluorescence, heparin fibrillization. Potency, µM (doses to about 57.7 µM), for inactives: top-dose activity change, negative = decrease. actives 0.93% (n = 280,000). AID 1463; note: potency is the fitted concentration of half-maximal effect; % is set by controls: 0 for no effect and ±100 for the full control effect; nearly all actives have a fitted effect of over 55% in size
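Human tau K18 P301L (15 uM unlabeled, 0.24 uM Alexa 594-labeled) in 100 mM sodium acetate pH 7 with 20 uM heparin, 6 hr at 37 C. ThT 30 uM added, 1 hr ambient; Alexa 594 FP and total fluorescence read at 555/632 nm.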
GLA spleen mod: alpha-galactosidase A (human) modulation | human spleen homogenate, 4MU-alpha-Gal fluorescence, 40 min | Potency, µM (doses to about 80 µM), inactives show at the highest dose activity change, negative = inhibition, actives largely listed as inhibitors | actives 0.008% (n = 240,000);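 note: potency is the fitted concentration of half-maximal effect; 0% = enzyme with vehicle and -100% = no enzyme basal signal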
Target sequence (P06280 32-429 limits assumed): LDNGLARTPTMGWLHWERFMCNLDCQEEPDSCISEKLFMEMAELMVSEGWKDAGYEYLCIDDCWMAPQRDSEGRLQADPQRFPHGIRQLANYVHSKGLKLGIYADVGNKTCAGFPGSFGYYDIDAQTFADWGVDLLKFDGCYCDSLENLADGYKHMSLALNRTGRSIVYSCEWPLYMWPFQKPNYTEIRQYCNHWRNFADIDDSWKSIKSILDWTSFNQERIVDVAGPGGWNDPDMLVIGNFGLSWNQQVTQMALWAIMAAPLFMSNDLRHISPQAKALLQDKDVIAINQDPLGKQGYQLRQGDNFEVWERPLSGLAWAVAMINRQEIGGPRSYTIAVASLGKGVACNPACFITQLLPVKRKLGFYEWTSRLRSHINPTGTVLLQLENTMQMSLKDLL
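Spleen homogenate 1 ug + cpd (titration) + 4-MU-alpha-D-galactopyranoside 1 mM; 37C 40 min; 50 mM citrate/phosphate pH 5.0, 0.01% Tween-20; stop pH 10; fluorescence 365/440; AC50 via Hill.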
The depositor's hits bear a star; ? = inconclusive; nt = not tested or not shown; [ ] = another dose, or the depositor's remark. Unless noted, calls come from the whole dose curve; as a rule, active = well fitted curve in the direction sought with a large enough effect; inconclusive = small, poorly fitted or top-dose-only effect, or another doubt; inactive = no such curve, though single readings can be large; an effect the other way counts as inactive or inconclusive. A portion of the library; the hit share may differ from the screen's.

structure | Tau fluor cs | GLA spleen mod | TRb SRC2 PPI | TR SRC2 fluor cs | Tau fibril FP | NPSR antag | CBFb-RUNX1 inh | Epigenetic reg
COc1ccccc1NC(=O)C(C)NS(=O)(=O)c1ccc(Cl)cc1 (stereo not given) | 1% | 5% | 1% | 4% | 0% | -2%[46.1 µM] | 1% | 0.0%
Cc1cc(=O)[nH]c2nnc(SCC(=O)Nc3ccc(F)cc3F)n12 | 0% | nt | -5% | 0% | -7% | nt | nt | -4.3%
O=C(NN1C(=O)C2C(C1=O)C1C=CC2C12CC2)c1ccccc1Cl (stereo not given) | -18% | -5% | -11% | -2% | -11% | 2%[7.67 µM] | 2% | -1.4%
O=c1c2ccccc2nc(SCc2cc([N+](=O)[O-])cc3c2OCOC3)n1-c1ccccc1 | -4% | 4% | -4%[53 µM] | 0%[53 µM] | 15% | -5% | -8% | -1.3%
CC(=O)Nc1ccc(NC(=S)NC(=O)c2ccc([N+](=O)[O-])c(C)c2)cc1 | 0% | 1% | -15% | 3% | 10% | 12% | -21% | 2.1%
O=C(CSC1=Nc2ccccc2C2=NC(Cc3c[nH]c4ccccc34)C(=O)N12)NC1CCCCC1 (stereo not given) | -23% | -15% | -14% | 1% | 1% | -11%[46.1 µM] | -5% | 1.5%
Cc1ccc(N/C(N)=N/c2nc(CSc3ccccn3)cc(=O)[nH]2)c(C)c1 | -20% | -4% | -4% | 0% | 1% | 17% | -2% | -4.2%
Cc1ccccc1-c1nc(NCc2cccnc2)c2ccccc2n1 | -22% | ? | -10% | -5% | ? | nt | nt | 2.8%
COc1ccc(OC)c(NS(=O)(=O)c2ccc(NC(C)=O)cc2)c1 | -3% | 0% | -19% | -26% | 6% | 2%[46.1 µM] | -1% | -3.9%
CCC1Oc2ccccc2N(CC(=O)Nc2ccc3c(c2)OCCO3)C1=O (stereo not given) | -15% | -2% | -1% | -6% | -11% | 2%[46.1 µM] | -5% | 2.4%
O=C(NC1CC2CCCC(C1)N2C(=O)Nc1ccc(Cl)c(C(F)(F)F)c1)C1CC1 (stereo not given) | -7% | 3% | -4% | 1% | 1% | 0%[46.1 µM] | 3% | -2.3%
CC(C)OC(=O)c1cc(C(=O)c2cc(Br)ccc2O)coc1=N | -22% | 1% | 0% | -1% | 10% | -7% | 0% | ?
O=S1(=O)CCC(NC(=S)Nc2ccc3ccccc3c2)C1 (stereo not given) | -15% | -9% | -3% | -1% | 0% | -13% | 4% | 2.0%
C=CCN(Cc1cc(OC)ccc1OC)S(=O)(=O)N(C)C | -4% | 0% | -5% | 1% | -6% | -16%[46.1 µM] | 0% | 4.8%
Cc1c(-c2ccccc2)[n+](=O)c2c(n1[O-])CCC2 | 4% | -3% | 7% | 9% | 5% | 4%[46.1 µM] | 2% | 0.0%
CCn1c(NC)cc(=O)n(C)c1=O | -8% | 6% | 8% | -7% | -4% | -5%[46.1 µM] | -7% | 12%
O=C(O)C1CC=CCC1C(=O)NCCc1ccccc1 (stereo not given) | 0% | -4% | 0% | -1% | -3% | -7%[46.1 µM] | -4% | -7.6%
Cc1cc(NC(=O)Cn2nc(C(F)(F)F)c3c2CCCC3)no1 | 6% | 4% | 3% | 1% | -7% | -1%[46.1 µM] | 12% | -2.1%
O=C(CSc1nc2ccccc2c(=O)[nH]1)N1CCOCC1 | 4% | 12% | 8% | -2% | 3% | -7%[46.1 µM] | 1% | 6.0%
O=C(CCN1C(=O)c2ccccc2C1=O)Nc1ccc(-c2cn3ccsc3n2)cc1 | -12% | 3% | 4% | 0% | -8% | -7%[46.1 µM] | -5% | 0.0%
O=c1cc(N2CCOCC2)[nH]c(=O)n1-c1ccc(Cl)cc1 | -7% | 1% | -7% | -4% | -8% | -2%[46.1 µM] | -1% | 0.2%
COc1cc([N+](=O)[O-])ccc1NC(=O)N1CCC2(CC1)Nc1cc(F)ccc1-n1cccc12 | ? | nt | 2% | -1% | 12% | nt | nt | 10%
Cc1cccc(NC2=C(C#N)C(=O)NC3(CCCC3)S2)c1 | 0% | -4% | 0% | 2% | ? | 0% | 4% | 2.4%
CC(=O)c1ccc(NC(=O)c2ccc(-c3nc(COc4ccc(C)cc4)c(C)o3)cc2)cc1 | -3% | nt | -6% | 1% | -18% | nt | nt | 2.7%
Clc1ccc2[nH]c3c(NCCN4CCOCC4)ncnc3c2c1 | -16% | 8% | 5% | -7% | 10% | 0%[46.1 µM] | 9% | 0.9%
O/N=C(\c1ccc2c(c1)OCCO2)C1CCCCC1 | -2% | 23% | -4% | 0% | 8% | -14%[46.1 µM] | 6% | -1.1%
CCOC(=O)C1=NOC(Cn2cc(C#N)c(=O)n(C)c2=O)C1 (stereo not given) | 13% | 7% | 1% | -2% | 6% | 4% | 13% | -0.5%
CCn1c(C)c(C2N3CC4(C)CN2CC(C)(C3)C4=O)c2ccccc21 (stereo not given) | -7% | nt | 1% | 0% | 2% | nt | nt | 1.4%
COc1ccc(S(=O)(=O)n2nc(OC(=O)c3ccccc3Br)cc2N)cc1 | -11% | 10% | 3% | 0% | -4% | -10%[46.1 µM] | 7% | 9.3%
Cc1cccc(N2CCN(S(=O)(=O)c3cnc[nH]3)CC2)c1C | -11% | -4% | -2% | 2% | -7% | 1%[46.1 µM] | 2% | 2.8%
Cc1nnc(SCC(=O)Nc2ccc3c(c2)OCCO3)n1N | -3% | 0% | 5% | -1% | 3% | -4%[46.1 µM] | 3% | 8.9%
O=C(CCSc1nc(-c2ccco2)cc(C(F)(F)F)n1)NCc1ccccn1 | 0% | 6% | 5% | 0% | 6% | 1%[46.1 µM] | 3% | 1.0%
COc1ccc(CCNS(=O)(=O)c2ccc(C3CNC(=O)C3)cc2)cc1OC (stereo not given) | 2% | -3% | -24% | 0% | 7% | 4% | -4% | -0.1%
COc1ccccc1N1CCN(C[C@@H]2CN3C(=O)N(C)c4ccccc4C3=N2)CC1 | -12% | 4% | 2% | 1% | -3% | nt | 7%[21.7 µM] | -0.8%
Cc1ccccc1C(C(=O)NC1CCCC1)N(C(=O)Cc1cccs1)c1ccc2c(c1)OCCO2 (stereo not given) | -3% | 2% | -3% | -1% | 5% | ? | -2% | -1.2%
CC(=O)c1c(C)oc2c(Cl)cc(NS(=O)(=O)c3cc(C)c(C)cc3C)cc12 | 3% | nt | 5% | -3% | -4% | nt | nt | 0.3%
Cc1cccc(C(=O)Nc2cccc(C(=O)N/N=C/c3ccncc3)c2)c1 | -7% | 6% | -3% | 0% | 0% | 3% | 9% | -0.9%
CCCCn1c(N)c(C(=S)NC(=O)CC(C)C)c(=O)n(C)c1=O | -14% | 0% | -5% | -3% | 2% | -1% | -5% | 1.0%
Cc1ccc2nc(SCC(=O)NC3CCCc4ccccc43)[nH]c2c1 (stereo not given) | -4% | 2% | -2% | -1% | 0% | 14% | -2% | -0.5%
Cc1cc(-c2sccc2Br)nc(-n2cccc2)n1 | -17% | -3% | -1% | -2% | ? | -55% | 18% | 0.0%
CC(CN(C)C)CN1c2ccccc2Sc2ccccc21 (stereo not given) | -28% | 8% | -3% | -1% | -12% | nt | 3% | -0.5%
CC(Cc1ccccc1)NC(=O)CSc1nc2nc3c(cc2c(=O)n1-c1ccccc1)COC(C)(C)C3 (stereo not given) | -4% | 5% | -5% | 1% | -9% | -17%[46.1 µM] | -2% | -1.4%
Cc1nn(Cc2ccccc2)c(C)c1NC(=O)c1cc2nc(-c3ccco3)cc(C(F)(F)F)n2n1 | -13% | -2% | -6% | -2% | 8% | -12%[46.1 µM] | 5% | 0.0%
O=C(CN1C(=O)NC2(CCCC2)C1=O)Nc1ccc(F)cc1 | -6% | 8% | -3% | -2% | -7% | 5%[46.1 µM] | 3% | -1.0%
Cc1cc(C)n(S(=O)(=O)c2cc(C(=O)O)c(Cl)cc2Cl)n1 | 3% | -3% | 5% | 0% | -2% | -4%[46.1 µM] | 6% | -0.8%
Cc1noc2nc(-c3cccs3)cc(-c3nnc4n3CCCCC4)c12 | -1% | ? | 0% | -6% | -8% | 8%[46.1 µM] | -1% | 0.8%
COCCn1c(C)cc(O)c(C(c2ccccc2)N2CCN(c3ccc(F)cc3)CC2)c1=O (stereo not given) | -5% | nt | 7% | 2% | -13% | nt | nt | 0.0%
CC(C)(C)OC(=O)N1CCN(C(=O)Cn2cc(CCO)nn2)CC1 | 4% | 5% | 0% | -4% | 2% | -23% | 11% | -1.5%
O=C(N/N=C/c1ccc([N+](=O)[O-])o1)c1cn(-c2ccccc2)nc1-c1ccc(F)cc1 | -28% | -3% | 2% | -1% | 5% | -15% | -6% | ?
CN(C)c1nc(OCC(=O)NC(C)(C)C)nc(N(C)C)n1 | 1% | -3% | -4% | -3% | 0% | 1%[46.1 µM] | 11% | -1.1%
Cc1ccc(C(C)C)c(OCCNC(=S)Nc2cccc3ccccc23)c1 | -29% | -1% | -17% | -1% | 3% | ? | 0% | -0.9%
COc1ccc(Oc2ncnc3c2oc2ccc(Br)cc23)cc1 | -5% | -4% | 13% | 2% | 0% | -12%[46.1 µM] | 17% | -1.6%
CCc1cc2c(cc3c(=O)n(CC(=O)NCCCN4CC(C)CC(C)C4)ncn32)s1 (stereo not given) | -10% | -7% | -3% | 0% | 6% | 0%[46.1 µM] | -2% | 0.8%
